Source: PubChem BioAssay (several laboratories)
STEP block = inhibitors of human striatal-enriched phosphatase STEP; P54829; recombinant STEP, OMFP fluorogenic substrate, fluorescence; inhibition, % at 20 µM; 360,000 compounds, 0.25% hits; AID 588621;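 active = inhibition at 20 µM, scaled per plate between control wells, above about 37%, limit read from the data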;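 also: 0% = DMSO with enzyme and substrate and 100% = substrate only without enzyme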
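Material: STEP (striatal-enriched tyrosine phosphatase) enzyme, cell-free; Compound dosing: 20 µM single dose in 1% DMSO; Technique: fluorescence read at 480 nm ex / 540 nm em; Times: reaction 20 min, ambient temperature; Medium: 50 mM Bis-Tris pH 6.0 with 2.5 mM DTT and 0.005% Tween 20; Also added: OMFP at 25 µM.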
CSN deneddyl inh = CSN deneddylation inhibition; Q92905; Purified CSN, SCF-Nedd8-OG deneddylation, fluorescence polarization; inhibition, % at 12.5 µM; 360,000 compounds, 0.38% hits; AID 651999;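 active = pattern-corrected inhibition above about 35%, with an unprinted fluorescence ratio check between 0.5 and 1.5, limit read from the data, passing the limit was not always enough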;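 also: 0% = enzyme with substrate and 100% = substrate without enzyme; some results filed as inactive read as strong as hits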
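Assay system: purified human Csn5 enzyme expressed in HEK293T cells; Input: 0.24 nM Csn5 enzyme, final concentration; Reagent: 10 nM SCFSkp2-Nedd8OG; Compound dosing: 12.5 µM single point; Times: reaction 90 min, room temperature; Technique: fluorescence polarization readout.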
DNMT1 inh = DNMT1 (human) enzyme inhibition; DNMT1 molecular beacon, Hinp1I cleavage, fluorescence; inhibition (reported as % activation of signal), % at 10 µM; 360,000 compounds, 0.83% hits; AID 588458; in the data active = inhibition above about 50%
SUMO1 PPI mod = modulators of human SUMO1-mediated protein-protein interactions; inhibition, % at 20 µM; 360,000 compounds, 0.33% hits; P63165; SUMO1 binding to a labelled peptide, TR-FRET, 1 h; AID 602429; in the data active = inhibition above about 37%
Rpn11 block = Rpn11 (human) deubiquitinase inhibition. human 26S proteasome, Ub4-pepOG fluorescence polarization; 20S core pre-blocked with epoxomicin. calls only at 20 µM. 360,000 compounds, 0.59% hits. AID 588493;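 active = inhibition at 20 µM, scaled to each plate's controls, above about 33%, limit read from the data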
Rin1 Abl inh = inhibitors of human Rin1-Abl protein interaction; TR-FRET Rin1/Abl binding, biochemical; P00519+Q13671; 360,000 compounds, 0.4% hits; inhibition, % at 7.35 µM; in the data active = inhibition above about 5%, passing the limit was not always enough
Target sequence (P00519 whole entry, looked up): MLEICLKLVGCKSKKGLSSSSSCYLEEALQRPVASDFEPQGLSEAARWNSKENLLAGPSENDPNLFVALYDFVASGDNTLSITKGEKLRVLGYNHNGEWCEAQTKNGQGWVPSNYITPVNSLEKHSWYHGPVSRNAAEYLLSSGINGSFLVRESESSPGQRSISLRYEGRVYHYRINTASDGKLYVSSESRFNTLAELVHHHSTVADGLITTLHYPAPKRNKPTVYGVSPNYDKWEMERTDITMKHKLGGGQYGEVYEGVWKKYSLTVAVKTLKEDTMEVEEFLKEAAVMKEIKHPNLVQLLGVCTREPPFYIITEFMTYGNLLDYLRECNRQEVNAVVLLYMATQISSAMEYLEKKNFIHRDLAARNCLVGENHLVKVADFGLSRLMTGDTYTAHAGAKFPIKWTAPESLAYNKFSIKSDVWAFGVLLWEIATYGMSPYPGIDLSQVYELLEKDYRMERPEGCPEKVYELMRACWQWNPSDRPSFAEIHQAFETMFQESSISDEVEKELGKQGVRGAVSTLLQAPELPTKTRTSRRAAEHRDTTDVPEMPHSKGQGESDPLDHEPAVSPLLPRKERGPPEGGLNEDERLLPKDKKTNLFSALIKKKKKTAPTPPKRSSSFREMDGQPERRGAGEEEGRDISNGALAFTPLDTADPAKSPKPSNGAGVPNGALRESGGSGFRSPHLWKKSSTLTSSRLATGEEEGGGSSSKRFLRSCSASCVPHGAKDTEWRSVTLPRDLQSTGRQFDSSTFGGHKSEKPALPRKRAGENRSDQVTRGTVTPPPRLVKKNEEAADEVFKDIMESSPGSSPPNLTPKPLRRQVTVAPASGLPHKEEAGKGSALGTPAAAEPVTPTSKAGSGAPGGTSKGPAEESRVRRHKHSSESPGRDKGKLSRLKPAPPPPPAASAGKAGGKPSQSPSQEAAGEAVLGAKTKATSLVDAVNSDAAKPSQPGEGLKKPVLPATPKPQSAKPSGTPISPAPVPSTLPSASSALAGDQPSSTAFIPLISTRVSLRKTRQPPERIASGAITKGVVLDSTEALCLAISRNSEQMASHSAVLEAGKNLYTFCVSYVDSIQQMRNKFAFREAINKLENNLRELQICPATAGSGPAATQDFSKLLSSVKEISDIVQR
Target sequence (Q13671 whole entry, looked up): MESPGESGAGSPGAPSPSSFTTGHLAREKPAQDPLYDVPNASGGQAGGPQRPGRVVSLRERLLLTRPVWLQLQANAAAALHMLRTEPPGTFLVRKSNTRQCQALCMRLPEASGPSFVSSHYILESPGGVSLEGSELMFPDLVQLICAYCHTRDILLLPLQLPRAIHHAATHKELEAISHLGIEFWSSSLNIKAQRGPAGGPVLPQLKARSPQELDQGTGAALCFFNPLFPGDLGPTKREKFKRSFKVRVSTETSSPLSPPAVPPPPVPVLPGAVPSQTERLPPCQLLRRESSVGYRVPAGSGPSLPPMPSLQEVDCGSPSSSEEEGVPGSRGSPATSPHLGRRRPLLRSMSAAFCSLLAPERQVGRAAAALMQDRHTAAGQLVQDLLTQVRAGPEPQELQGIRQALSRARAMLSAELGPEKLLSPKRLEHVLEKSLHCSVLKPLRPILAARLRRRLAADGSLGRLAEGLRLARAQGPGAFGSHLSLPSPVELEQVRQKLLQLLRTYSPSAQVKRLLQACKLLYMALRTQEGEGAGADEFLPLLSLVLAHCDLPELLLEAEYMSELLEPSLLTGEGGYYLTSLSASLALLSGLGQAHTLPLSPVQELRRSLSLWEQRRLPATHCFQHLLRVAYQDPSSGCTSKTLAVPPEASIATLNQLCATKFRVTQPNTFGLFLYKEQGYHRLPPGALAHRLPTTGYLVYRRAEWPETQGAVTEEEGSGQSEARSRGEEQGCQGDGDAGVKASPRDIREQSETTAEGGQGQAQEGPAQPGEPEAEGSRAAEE
NadD block = NadD (S. aureus) enzyme inhibition; AID 602399; inhibition, % at 20 µM; purified NadD enzyme, colorimetric absorbance read-out; 360,000 compounds, 0.78% hits; in the data active = inhibition above about 26%; also: some compounds past the cut are filed as inactive
Neddyl block = inhibitors of human cullin neddylation; 360,000 compounds, 0.58% hits; TR-FRET cullin neddylation, biochemical; calls only at 25 µM; P61081+Q13564; in the data active = inhibition above about 36%
LMPTP block = blocks human LMPTP phosphatase | P24666 | recombinant LMPTP-A, OMFP fluorogenic substrate, fluorescence intensity | inhibition, % at 20 µM | 360,000 compounds, 0.22% hits;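 active = compounds that cut the enzyme signal by at least half of the control window in the single-dose screen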;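 also: plate controls were DMSO wells with enzyme plus substrate for no effect and substrate without enzyme for full effect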
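Test system: LMPTP-A phosphatase enzyme; input: 0.625 nM LMPTP-A final; reagent: OMFP substrate, 400 µM final; compound dosing: 20 µM single dose, 3% DMSO; incubation: 50 min dark incubation at room temperature; measured by: endpoint fluorescence intensity from OMFP dephosphorylation; measure: % inhibition relative to no-enzyme and uninhibited control wells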
Scp1 inh = inhibitors of human Scp-1 phosphatase; Q9GZU7; Recombinant Scp1, phosphopeptide, malachite green phosphate absorbance; inhibition, % at 20 µM; 340,000 compounds, 0.88% hits; AID 493091;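 active = inhibition above about 50% at 20 µM, limit read from the data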;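 also: plate controls were DMSO wells with enzyme for no effect and wells lacking enzyme for full effect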
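Test system: SCP-1 phosphatase catalytic domain, residues 76-261; measured by: colorimetric phosphate reagent with accelerator and stabiliser, absorbance at 630 nm; timing: enzyme reaction 45 min at room temperature, colour 5 min, stabilisation 30 min; also added: Phosphorylated 17-residue peptide substrate; compound dosing: one concentration, 20 µM, with 1.0% DMSO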
Starred values were filed as active, the others as inactive. No enrichment for hits. About 3.8% of those tested had a hit in this group.

`COc1cccc(C2CC(c3ccccc3Cl)Nc3ncnn32)c1` (configuration not stated) gave STEP block 4, CSN deneddyl inh 2, DNMT1 inh 3, SUMO1 PPI mod 3, Rpn11 block inactive, Rin1 Abl inh -3, NadD block 0, Neddyl block inactive, LMPTP block -1.2 and Scp1 inh -3.
O=C1Nc2cc(C(=O)N3CCc4ccccc4C3)ccc2S/C1=C\c1ccccc1 was read as STEP block 2, CSN deneddyl inh 0, DNMT1 inh -8, SUMO1 PPI mod -2, Rpn11 block inactive, Rin1 Abl inh -2, NadD block 15, Neddyl block inactive, LMPTP block 2.0 and Scp1 inh -10.
Screening CNC(=S)Nc1cccc(C(C)=O)c1 returned STEP block -1, CSN deneddyl inh 1, DNMT1 inh 2, SUMO1 PPI mod 0, Rpn11 block inactive, Rin1 Abl inh 0, NadD block -3, Neddyl block inactive, LMPTP block -1.9 and Scp1 inh -8.
`COc1ccc(NC(=O)N2CCCc3ccccc32)cc1OC` gave STEP block 1, CSN deneddyl inh 1, DNMT1 inh 1, SUMO1 PPI mod 1, Rpn11 block inactive, Rin1 Abl inh 4, NadD block -1, Neddyl block inactive, LMPTP block -1.2 and Scp1 inh -5.
`Cc1cc(C)n(CCC(=O)N2CCc3ccccc32)n1` gave STEP block -1, CSN deneddyl inh 3, DNMT1 inh 0, SUMO1 PPI mod 0, Rpn11 block inactive, Rin1 Abl inh 0, NadD block 2, Neddyl block inactive, LMPTP block -1.1 and Scp1 inh 0.
`CCCc1nc2ccc(C(=O)OC)cn2c1Cc1ccccc1` gave STEP block 0, CSN deneddyl inh -1, DNMT1 inh -7, SUMO1 PPI mod 3, Rpn11 block inactive, Rin1 Abl inh 1, NadD block -1, Neddyl block inactive and LMPTP block 0.3.
Screening CC(=O)NC(Cc1cccc(F)c1)C(=O)NC1CCN(C(=O)c2ccc(C)cc2)CC1 (configuration not stated) returned STEP block 30, CSN deneddyl inh -1, DNMT1 inh 4, SUMO1 PPI mod 5, Rpn11 block inactive, Rin1 Abl inh 3, NadD block -8, Neddyl block inactive, LMPTP block -2.7 and Scp1 inh -3.
Cc1ccc(NC(=O)NCc2ccc3[nH]c(C)cc3c2)cc1 was read as STEP block 0, CSN deneddyl inh -3, DNMT1 inh -27, SUMO1 PPI mod -3, Rpn11 block inactive, Rin1 Abl inh -1, NadD block 11, Neddyl block inactive, LMPTP block 3.9 and Scp1 inh -3.
C[C@H](CO)N1C[C@H](C)[C@@H](CN(C)S(=O)(=O)c2cccs2)OCc2cnnn2CCCC1=O was read as STEP block -4, CSN deneddyl inh -2, DNMT1 inh 3, SUMO1 PPI mod 1, Rpn11 block inactive, Rin1 Abl inh -3, NadD block 4, Neddyl block inactive and LMPTP block -0.7.
Screening CCC(C)(C)NS(=O)(=O)c1cc(CN2C(=O)c3cccnc3C2=O)ccc1OC returned STEP block -1, CSN deneddyl inh 1, DNMT1 inh 3, SUMO1 PPI mod -22, Rpn11 block inactive, Rin1 Abl inh 1, NadD block 3, Neddyl block inactive, LMPTP block -1.4 and Scp1 inh 2.
`Cc1ccc(NC(=O)c2ccc(CN3CCc4ccccc4C3)cc2)cc1` gave STEP block 1, CSN deneddyl inh -5, DNMT1 inh -12, SUMO1 PPI mod -3, Rpn11 block inactive, Rin1 Abl inh -2, NadD block 2, Neddyl block inactive, LMPTP block -0.6 and Scp1 inh -4.
`O=C(Nc1ccc(S(=O)(=O)Nc2ncccn2)cc1)C1=COCCO1` gave STEP block -1, CSN deneddyl inh -1, DNMT1 inh 1, SUMO1 PPI mod 5, Rpn11 block inactive, Rin1 Abl inh 0, NadD block 1, Neddyl block inactive, LMPTP block 1.1 and Scp1 inh -3.

Four compounds from above, sorted by SMILES length, descending:
C[C@H](CO)N1C[C@H](C)[C@@H](CN(C)S(=O)(=O)c2cccs2)OCc2cnnn2CCCC1=O was read as STEP block -4, CSN deneddyl inh -2, DNMT1 inh 3, SUMO1 PPI mod 1, Rpn11 block inactive, Rin1 Abl inh -3, NadD block 4, Neddyl block inactive and LMPTP block -0.7.
Screening CC(=O)NC(Cc1cccc(F)c1)C(=O)NC1CCN(C(=O)c2ccc(C)cc2)CC1 (configuration not stated) returned STEP block 30, CSN deneddyl inh -1, DNMT1 inh 4, SUMO1 PPI mod 5, Rpn11 block inactive, Rin1 Abl inh 3, NadD block -8, Neddyl block inactive, LMPTP block -2.7 and Scp1 inh -3.
O=C1Nc2cc(C(=O)N3CCc4ccccc4C3)ccc2S/C1=C\c1ccccc1 was read as STEP block 2, CSN deneddyl inh 0, DNMT1 inh -8, SUMO1 PPI mod -2, Rpn11 block inactive, Rin1 Abl inh -2, NadD block 15, Neddyl block inactive, LMPTP block 2.0 and Scp1 inh -10.
`Cc1ccc(NC(=O)c2ccc(CN3CCc4ccccc4C3)cc2)cc1` gave STEP block 1, CSN deneddyl inh -5, DNMT1 inh -12, SUMO1 PPI mod -3, Rpn11 block inactive, Rin1 Abl inh -2, NadD block 2, Neddyl block inactive, LMPTP block -0.6 and Scp1 inh -4.

The list goes on:
`O=C(N/N=C/c1ccco1)C1CC1c1ccccc1` (configuration not stated) gave STEP block 4, CSN deneddyl inh 11, DNMT1 inh 92*, SUMO1 PPI mod 0, Rpn11 block inactive, Rin1 Abl inh -2, NadD block 2, Neddyl block inactive, LMPTP block 6.4 and Scp1 inh 60*.
For C=CCn1cc(/C=C/c2cc[n+](C)cc2)c2ccccc21 the results were STEP block -14, CSN deneddyl inh -47, DNMT1 inh 16, SUMO1 PPI mod -89, Rin1 Abl inh -76, NadD block 15, Neddyl block inactive, LMPTP block -2.7 and Scp1 inh 16.
For CC(=O)N1CC(C)Oc2ccc(S(=O)(=O)NC(CC(=O)O)c3cc(C)ccc3C)cc21 (configuration not stated) the results were STEP block -1, CSN deneddyl inh 4, DNMT1 inh -3, SUMO1 PPI mod 4, Rpn11 block inactive, Rin1 Abl inh 3, NadD block -2, Neddyl block inactive, LMPTP block -0.3 and Scp1 inh 10.
Cc1ccc2c(CN(C)Cc3cccc(Cl)c3)cc(=O)oc2c1C was read as STEP block 0, CSN deneddyl inh 2, DNMT1 inh 3, SUMO1 PPI mod 0, Rpn11 block inactive, Rin1 Abl inh -2, NadD block -2, Neddyl block inactive, LMPTP block 2.1 and Scp1 inh -9.
`Oc1[nH]c2ccccc2c1N=Nc1ccccc1F` gave STEP block -27, CSN deneddyl inh -96, DNMT1 inh 23, SUMO1 PPI mod -7, Rin1 Abl inh -1, NadD block -8, Neddyl block inactive, LMPTP block -0.5 and Scp1 inh -5.
C=CCN(C(=O)c1csnn1)C(C(=O)NCc1ccccc1)c1c(F)cccc1Cl (configuration not stated) was read as STEP block 0, CSN deneddyl inh -2, DNMT1 inh 1, SUMO1 PPI mod -3, Rpn11 block inactive, Rin1 Abl inh 1, NadD block -2, Neddyl block inactive, LMPTP block -0.5 and Scp1 inh -3.
CN(C)S(=O)(=O)c1cccc(NC(=S)NC(=O)c2ccco2)c1 was read as STEP block 4, CSN deneddyl inh -3, DNMT1 inh -1, SUMO1 PPI mod 2, Rpn11 block inactive, Rin1 Abl inh 0, NadD block -3, Neddyl block inactive, LMPTP block -0.4 and Scp1 inh -7.
`CCc1cc2c(=O)n(Cc3ccco3)c(SCC(=O)NCC3CCCO3)nc2s1` (configuration not stated) gave STEP block -1, CSN deneddyl inh -1, DNMT1 inh 1, SUMO1 PPI mod 0, Rpn11 block inactive, Rin1 Abl inh 2, NadD block -4, Neddyl block inactive, LMPTP block -0.6 and Scp1 inh -5.
For O=C(Nc1cc(S(=O)(=O)N2CCOCC2)ccc1Cl)C(=O)c1c(-c2ccccc2)cc2ccccn12 the results were STEP block -4, CSN deneddyl inh -4, DNMT1 inh -2, SUMO1 PPI mod -7, Rpn11 block inactive, Rin1 Abl inh -3, NadD block 2, Neddyl block inactive, LMPTP block 1.4 and Scp1 inh -13.
Screening COc1ccccc1NC(=O)COC(=O)CCn1c(C)csc1=O returned STEP block -3, CSN deneddyl inh -6, DNMT1 inh 0, SUMO1 PPI mod 1, Rpn11 block inactive, Rin1 Abl inh 1, NadD block -7, Neddyl block inactive, LMPTP block 1.9 and Scp1 inh -1.
For CN(CC(=O)Nc1cccc(F)c1)C(=O)c1ccc(N2C(=O)c3ccccc3C2=O)cc1 the results were STEP block -3, CSN deneddyl inh 0, DNMT1 inh 21, SUMO1 PPI mod -11, Rpn11 block inactive, Rin1 Abl inh 3, NadD block 0, Neddyl block inactive, LMPTP block 0.7 and Scp1 inh -2.
For CCn1c(SCC(=O)Nc2ccc(C)cc2)nnc1-c1cnccn1 the results were STEP block 6, CSN deneddyl inh 3, DNMT1 inh 3, SUMO1 PPI mod 2, Rpn11 block inactive, Rin1 Abl inh 1, NadD block -2, Neddyl block inactive, LMPTP block 1.2 and Scp1 inh -5.
CC(C)NC[C@@H](O)COc1ccc(CC(N)=O)cc1 was read as STEP block -1, CSN deneddyl inh 1, DNMT1 inh 0, SUMO1 PPI mod 2, Rpn11 block inactive, Rin1 Abl inh -3, NadD block 2, Neddyl block inactive, LMPTP block 0.2 and Scp1 inh 2.
CCC1CCCCN1C(=O)CCS(=O)(=O)c1ccccc1 (configuration not stated) was read as STEP block -2, CSN deneddyl inh -3, DNMT1 inh 1, SUMO1 PPI mod 3, Rpn11 block inactive, Rin1 Abl inh -1, NadD block 1, Neddyl block inactive, LMPTP block -0.7 and Scp1 inh -5.
COc1ccc(C(CCO)NC(=O)c2cccs2)cc1OC (configuration not stated) was read as STEP block 4, CSN deneddyl inh 5, DNMT1 inh -1, SUMO1 PPI mod 0, Rpn11 block inactive, Rin1 Abl inh 1, NadD block -6, Neddyl block inactive, LMPTP block -0.2 and Scp1 inh -2.
`c1ccc(N2CCCCC2)c(Nc2nc3ccccc3n3cnnc23)c1` gave STEP block 3, CSN deneddyl inh 4, DNMT1 inh 9, SUMO1 PPI mod 24, Rpn11 block inactive, Rin1 Abl inh 0, NadD block 2, LMPTP block 1.2 and Scp1 inh -4.
CC(c1ccc(F)cc1)n1c(-c2cccs2)n[nH]c1=S (configuration not stated) was read as STEP block 1, CSN deneddyl inh -7, DNMT1 inh 2, SUMO1 PPI mod -2, Rpn11 block inactive, Rin1 Abl inh 4, NadD block 1, Neddyl block inactive, LMPTP block -2.0 and Scp1 inh -3.
O=C(CN1CCN(S(=O)(=O)/C=C/c2ccccc2)CC1)Nc1ccc(N2CCOCC2)cc1 was read as STEP block 0, CSN deneddyl inh -6, DNMT1 inh -12, SUMO1 PPI mod -2, Rpn11 block inactive, Rin1 Abl inh 4, NadD block -3, Neddyl block inactive, LMPTP block 1.2 and Scp1 inh -11.
